Bioassay records as filed in PubChem.
KB-3-1 cytotox – KB-3-1 parental cell cytotoxicity | Potency, µM (top dose mostly 46.1 µM), for the others: at the highest dose activity change, negative = cytotoxic, usual class: cytotoxic | KB-3-1 viability, CellTiter-Glo ATP luminescence, 72 h | actives 1.4% (n = 400,000); also: % is scaled to controls: 0 for no effect and ±100 for the full control effect; nearly all actives have a fitted effect of over 60% in size
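KB-3-1 parental drug-naive adenocarcinoma cells in DMEM/10% FBS, incubated 72 h at 37 C with pin-transferred compounds across a concentration series. Viability by CellTiter-Glo luminescence; concentration-response curves fitted after normalization.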
HepG2 viability – HepG2 cytotoxicity, counter-screen for TGF-b inhibitors; AID 588856; actives 0.76% (n = 410,000); HepG2 CAGA-GFP viability, ATP luminescence, 18 h; Potency, µM (series often up to 46.1 µM), for inactives: at the top dose activity change, negative = cytotoxicity, usual class: cytotoxic; also: some results filed as inactive show a strong effect at the top dose
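CellTiter-Glo luminescence gave cytotoxicity after 18 hours at 37 degrees C. The cells were HepG2 CAGA-GFP in 1% FBS DMEM, stimulated with 500 pg/mL TGF-beta after compound addition. %Activity was normalised to no-cell wells (complete cell-killing) and DMSO (no toxicity), and curves were fitted and classified.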
* hit, by the source's call; ? = inconclusive; & = joins results of further samples. Calls follow the shape of the dose curve; as a rule, active = well fitted curve in the direction sought with a large enough effect; inconclusive = small, poorly fitted or top-dose-only effect, or another doubt; inactive = no such curve, though single readings can be large; an effect the other way counts as inactive or inconclusive. Potency is read from the fitted curve at half-maximal effect. Only part of the results is shown; rates above refer to the full screens.

SMILES	KB-3-1 cytotox	HepG2 viability
Cc1ccc(-n2ncc(C(=O)N3CCN(C4CCCCC4)CC3)c2C2CCN(C(=O)OC(C)(C)C)CC2)cc1C	-5%	11%
CCOC(=O)Cc1cc(C(=O)Nc2ccc(Br)cc2)sc1-c1ccc(C)cc1	-17%	-34%
CC(C)c1ccc(NC(=O)CSC2=Nc3ccccc3C3=NC(CC(=O)NCc4ccco4)C(=O)N23)cc1 (stereo not given)	-16%	-11%
Cn1c(C(c2cc3ccccc3n2C)c2cc3ccccc3n2C)cc2ccccc21	18µM*	-100%
CN(C)c1ccc(/C=C/c2sc3ccccc3[n+]2CCCCI)cc1	?	-30%
COc1ccc(CCNc2ncnc3nc[nH]c23)cc1	-25%	-5%
CC(=O)c1ccc(C(=O)N(Cc2cccnc2)c2nc3c(C)c(C)ccc3s2)cc1	-4%	0%
COc1ccc(Cc2nc3ccc(C(=O)NCCCN4CCN(C)CC4)cc3o2)cc1	-5%	-33%
Cc1ccc(Cl)cc1N1CCN(C(=O)c2ccc(C)c(-n3c(C)nc4cccnc43)c2)CC1	-21%	-48%
CCOc1ccccc1NC(=O)C1CCCN1S(=O)(=O)c1ccc2c(c1)C(C)(C)C(=O)N2C (stereo not given)	9%	-26%
COc1cccc2cc(-c3nc4sc(C(=O)Nc5ccc(F)cc5F)c(C)c4c(=O)[nH]3)c(=O)oc12	1%	-2%
Cc1ccnc2c([N+](=O)[O-])cccc12	23%	5%
CC(CCC(C)[n+]1cccc(C#N)c1)[n+]1cccc(C#N)c1 (stereo not given)	?	3%
Cc1ccc2nc(-c3ccc(N=Nc4cc(S(=O)(=O)O)c5ccccc5c4O)cc3)sc2c1S(=O)(=O)O	-30%	3%
Nc1ccc(/C=C2\C=Cc3ccccc32)cc1	0%	-23%
Cc1ccc(Cl)cc1NC(=O)NC1COc2ccccc2C1 (stereo not given)	0%	2%
Cc1ccc(N2CCN(c3nc4ccc(C(=O)c5ccccc5)cc4n4cnnc34)CC2)c(C)c1	-4%	-11%
Cc1ccc(S(=O)(=O)NCCc2nnc3ccc(SCc4ccc(F)cc4)nn23)cc1	2%	-35%
O=C(COC(=O)C12CC3CC(CC(C3)C1)C2)NCC1CCCO1 (stereo not given)	25%	-1%
CCc1nnc(SC(CC)C(=O)Nc2cc(C)ccc2C)c2cc3occc3n12 (stereo not given)	0%	-2%
COc1ccc(CNC(=O)[C@@H]2CC=C[C@@H]3CCN(Cc4ccc(OC)c(OC)c4)C(=O)[C@@H]32)cc1	7%	-41%
Cc1ccc(C)c2c(C)ccnc12	6%	8%
CN(C)C(=O)c1ccc(/C=C/c2ccnc3ccccc23)cc1	?	-33%
COc1ccc(-n2c(/C=C/c3ccccc3F)nc3cc(OC)c(OC)cc3c2=O)cc1Cl	?	-19%
Cc1ccc(S(=O)(=O)c2cn(Cc3ccc(F)cc3)c3cc(N4CCCC4)c(F)cc3c2=O)cc1	7%	0%

An excerpt of these results, with bars between the fields.
compound | KB-3-1 cytotox | HepG2 viability
Cc1ccc(-n2ncc(C(=O)N3CCN(C4CCCCC4)CC3)c2C2CCN(C(=O)OC(C)(C)C)CC2)cc1C | -5% | 11%
Cc1ccc(Cl)cc1N1CCN(C(=O)c2ccc(C)c(-n3c(C)nc4cccnc43)c2)CC1 | -21% | -48%

Other records
SMILES	KB-3-1 cytotox	HepG2 viability
Cc1cc(/C=C/c2ccccc2)nc2ccccc12	0%	-23%
CCc1nn(CC(=O)NCCCOC)c(=O)c2cc3ccccc3n12	19%	-1%
CN1CCN(CCNC(=O)c2cnn(-c3cccc(Cl)c3)c2C2CCN(C(=O)OC(C)(C)C)CC2)CC1	-4%	-36%
N=C(N)c1ccc(-c2ccc(-c3ccc(C(=N)N)cc3)o2)cc1	-21%	-11%
N#Cc1nc(N2CCCCC2)nc(N(c2ccccc2)c2ccccc2)n1	0%	-1%
CN1CCc2[nH]c3ccc(Cl)cc3c2C1	7%	13%
CCOC(=O)c1cccc(NC(=O)Nc2ccc3c(c2)N(C)C(=O)c2ccccc2S3)c1	6%	-18%
OC(CN1CCCCC1)c1ccccc1 (stereo not given)	1%	-40%
Cc1onc(-c2ccccc2Cl)c1C(=O)Oc1ccc(Cl)cc1Cl	-22%	-28%
Cc1c(C)n(Cc2ccccc2)c2ccc(C(=O)NC(C)c3ccccc3)cc12 (stereo not given)	0%	-58%
O=C(c1ccccc1Br)N(Cc1ccccc1F)C1CCS(=O)(=O)C1 (stereo not given)	-1%	2%
Cc1cccc(-c2nc(CS(=O)CC(=O)NCc3ccc(Cl)cc3)c(C)o2)c1 (stereo not given)	-1%	-35%
CN(c1ccc(/C=C/c2ccccc2)cc1)P1(=O)NCCCO1 (stereo not given)	0%	-19%
C=CCN1[C@@H](C(C)C)COCCS1(=O)=O	2%	8%
Cc1cc([N+](C)(C)C)cc(C)c1/C=C/c1ccnc2ccccc12	-18%	-15%
COC(=O)c1sc(-c2ccccc2)cc1NC(=O)Nc1ccc(F)cc1	8%	-8%
CCOc1ccc2nc(N3CCCC(C(=O)Nc4cc(C)ccc4C)C3)sc2c1 (stereo not given)	-4%	15%
CN(C)c1ccc(/C=C/c2ncnc3ccccc23)cc1	17%	-27%
O=C(Nc1ccc(OC(F)F)cc1)c1nc(SCc2ccccc2F)ncc1Cl	21%	-11%
CCc1ccc(S(=O)(=O)c2nnn3c2nc(NC(C)C)c2sccc23)cc1	-16%	-1%
CCOc1ccccc1CNC(=O)CSc1n[nH]c(-c2ccccc2)n1	-5%	-30%
Nc1ccc(/C=C/c2ccnc3ccccc23)cc1[N+](=O)[O-]	-3%	-25%
Cc1ccc(C)c(Nc2nc(NCc3ccco3)nc3nccnc23)c1	-17%	-3%
Nc1nc(=S)c2n[nH]nc2[nH]1	?	-28%&15%
Cc1cc(C)c(NC(=O)CSc2n[nH]c(-c3ccccc3Cl)n2)c(C)c1	-17%	-6%
SMILES	KB-3-1 cytotox	HepG2 viability
COc1ccc(OC)c(S(=O)(=O)NCC(c2ccc(N(C)C)cc2)N2CCOCC2)c1 (stereo not given)	1%	-20%
CCc1ccc(-c2cc(C)no2)cc1S(=O)(=O)NCc1ccc(OC)cc1	3.3µM*	-7%
CCOc1ccccc1NC(=O)C1CCN(S(=O)(=O)c2ccc3[nH]c4c(c3c2)CCCCC4)CC1	-1%	0%
CCCN1C(=O)c2ccccc2NC1c1ccc(OC)c(COc2cccc(C)c2C)c1 (stereo not given)	?	-13%
O=C(COc1ccccc1C(=O)Nc1ccccc1)Nc1cccc(F)c1	1%	-3%
O=C(C[n+]1cccc(Br)c1)c1ccc(I)cc1	6%	-14%
Cc1cc(C)c(NC(=O)CN2C(=O)c3cccnc3Oc3ccc(Cl)cc32)c(C)c1	3%	5%
COc1cc(Cl)c(C)cc1NC(=O)CCc1c(C)nc2c3cccnc3nn2c1C	-6%	4%
O=C(NCC(c1cccnc1)N1CCc2ccccc2C1)C(=O)Nc1ccccc1 (stereo not given)	-7%	-29%
CCN1CCN(CCCNC(=O)c2cnn(-c3ccc(C)cc3)c2C2CCN(C(=O)OC(C)(C)C)CC2)CC1	-7%	2%
COc1ccc(C(=O)CCN(C)C)c2ccccc12	0%	-103%
COc1cccc(C(=O)N(Cc2cccc(F)c2)C2CCS(=O)(=O)C2)c1 (stereo not given)	14%	0%
COc1[nH]c(/N=C/c2ccco2)c(C#N)c1C#N	?	-13%
Fc1ccc(CNc2ncnc3nc[nH]c23)cc1	?	-14%&-8%
COc1ccc(Cn2c(SCc3ccc(C(=O)NCc4ccccc4F)cc3)nc3cccnc32)cc1	11%	-38%
CCOc1ccc(CNC(=O)c2ccc3c(c2)c(C)c(C)n3Cc2ccccc2)cc1OC	1%	-54%
Nc1ncnc2c1ncn2COC(CO)CO	7%	-4%
O=C(C[N+]12CCCc3cccc(c31)CCC2)c1ccc(Cl)c2ccccc12	8%	21%
CSc1ccc(CCNC(=O)Cn2ncc3c(=O)oc4ccc(C)cc4c32)cc1	10%	-13%
CCc1ccc(CNC(=O)CCCN2C(=O)c3cccnc3Oc3ccc(Cl)cc32)cc1	-13%	-16%
COc1cc(C(=O)NCC(c2ccco2)S(=O)(=O)c2cccs2)cc(OC)c1OC (stereo not given)	-13%	6%
CC(C)(C)OC(=O)N1CCC(c2c(C(=O)NCCN3CCC(Cc4ccccc4)CC3)cnn2-c2ccc(F)cc2)CC1	?	-110%
C(=C\c1nc2ccccc2s1)/c1ccc2c(c1)OCO2	?	-25%
O=C(NCc1ccc(Cl)cc1)NC1COc2ccccc2C1 (stereo not given)	11%	-7%
CCN(c1ccccc1)c1nnc(NC(=O)Nc2ccc(Br)cc2F)s1	12%	-23%
SMILES	KB-3-1 cytotox	HepG2 viability
O=S(=O)(c1ccccc1Cl)N1CCN(c2nc(-c3ccccc3)nc3ccccc23)CC1	51%	3%
O=C(Nc1ccccc1Cl)N1CCC2(CC1)Oc1ccccc1C(=O)N2Cc1ccc(F)cc1	-8%	-1%
COc1ccc(CCNC(=O)c2sc3nc4n(c(=O)c3c2C)CCCC4)cc1OC	1%	-28%
COc1ccc(CCC(=O)NCc2ccc3c(c2)CCN3C(=O)c2ccccc2)cc1	0%	3%
Nc1ccc(/C=C/c2nc3ccccc3s2)cc1	0%	-13%
CC(C)(C)c1ccc(S(=O)(=O)N2CCN(Cc3noc(CCC(=O)N4CCCCC4)n3)CC2)cc1	-8%	-24%
CCOC(=O)c1ccc(NC(=O)CSc2nc(-c3cccs3)cc(C(F)(F)F)c2C#N)cc1	?	2%&25%
COc1cc(/C=C2\C=Cc3ccccc32)ccc1N(C)C	0%	-16%
Cc1nc(-c2ccccc2)sc1-c1ccc(SCC(=O)NCc2ccccc2)nn1	4%	-19%
Cc1ccc(C)c(N2CCN(C(=O)c3cccn3-c3nnc(N4CCCCC4)s3)CC2)c1	10%	-37%
COc1cccc(-n2cc(C(=O)OCc3ccc(F)c(F)c3)c3ccccc3c2=O)c1	-4%	10%
CCc1ccc(NC(=O)N2CCN(C(=O)c3nsc4ccccc34)CC2)cc1	-9%	-17%
CC(NC(=O)c1ccc(N2Cc3ccccc3Oc3ncccc32)s1)c1ccccc1 (stereo not given)	5%	0%
COc1ccc(-c2nc(SCC(=O)NCC3CCCO3)c(-c3ccc(Cl)cc3)[nH]2)cc1 (stereo not given)	-21%	-9%
COc1ccc(-n2cc(C(=O)Oc3cc(C)cc(C)c3)c3ccccc3c2=O)cc1	-5%	-1%
CCC(=O)OCc1cnc(C)c2oc(=O)c(C(=O)Nc3ccccc3C(F)(F)F)cc12	0%	-21%
c1ccc2c(c1)sc[n+]2CCC1CCCCC1	10%	-81%
CN(C)c1ccc(/C=C2\Cc3ccccc3C2=O)cc1	12%	-23%
CCc1ccc(S(=O)(=O)c2nnn3c2nc(NC2CCCCCC2)c2sccc23)cc1	2%	-37%
O=c1c(S(=O)(=O)c2ccccc2)cn(Cc2ccccc2)c2cc(N3CCOCC3)c(F)cc12	0%	-3%
CCc1nn(CC(=O)Nc2ccc(C)cc2C)c(=O)c2cc3sccc3n12	-2%	1%
Cc1cccc(CNC(=O)c2ccc(N3Cc4ccccc4Oc4ncccc43)s2)c1	0%	-3%
COCCNC(=O)CSc1c2c(nc3cc(Cl)ccc13)CCCC2	4%	-24%
CCc1ccc(NC(=O)C2CCC(CNS(=O)(=O)c3ccc4c(c3)C(C)(C)C(=O)N4C)CC2)cc1 (stereo not given)	0%	8%
CCC(CC)C(=O)Nc1cccc(-c2cn3cccnc3n2)c1	12%	-47%
SMILES	KB-3-1 cytotox	HepG2 viability
Cc1ccc(C)c(N2CCN(C(=O)c3ccc4[nH]c(C)c(C)c4c3)CC2)c1	?	-84%
CCc1nnc2c(Nc3ccc(N(CC)CC)cc3C)nc3ccccc3n12	-3%	-10%
COc1ccc(-c2cn3nc(N4CCCC(C(=O)Nc5ccccc5OC)C4)sc3n2)cc1 (stereo not given)	-19%	-6%
Cc1cccc(CSc2ccc3nnc(CCNS(=O)(=O)c4ccccc4)n3n2)c1	3%	-32%
O=C(C[n+]1cccc2cc(Cl)ccc21)c1ccc(I)cc1	?	-29%
Cc1ccc2[nH]c(=O)c(CN(CCO)Cc3nnnn3Cc3ccco3)cc2c1	?	1%
C=C[C@H](CC(C)C)N(Cc1ccccc1)S(=O)(=O)N(Cc1ccccc1)[C@H](C=C)CC(C)C	9%	10%

An excerpt of these results, with bars between the fields.
SMILES | KB-3-1 cytotox | HepG2 viability
COc1ccc(OC)c(S(=O)(=O)NCC(c2ccc(N(C)C)cc2)N2CCOCC2)c1 (stereo not given) | 1% | -20%
O=C(COC(=O)C12CC3CC(CC(C3)C1)C2)NCC1CCCO1 (stereo not given) | 25% | -1%
CCc1ccc(NC(=O)C2CCC(CNS(=O)(=O)c3ccc4c(c3)C(C)(C)C(=O)N4C)CC2)cc1 (stereo not given) | 0% | 8%
O=C(Nc1ccccc1Cl)N1CCC2(CC1)Oc1ccccc1C(=O)N2Cc1ccc(F)cc1 | -8% | -1%

Random excerpt: 4 compounds from above.
SMILES	KB-3-1 cytotox	HepG2 viability
Cn1c(C(c2cc3ccccc3n2C)c2cc3ccccc3n2C)cc2ccccc21	18µM*	-100%
N=C(N)c1ccc(-c2ccc(-c3ccc(C(=N)N)cc3)o2)cc1	-21%	-11%
COc1cc(C(=O)NCC(c2ccco2)S(=O)(=O)c2cccs2)cc(OC)c1OC (stereo not given)	-13%	6%
CN1CCN(CCNC(=O)c2cnn(-c3cccc(Cl)c3)c2C2CCN(C(=O)OC(C)(C)C)CC2)CC1	-4%	-36%
